Screening data (PubChem BioAssay)
FN deposition inh: fibronectin deposition inhibition; AH1F fibroblasts, Alexa488-fibronectin deposition fluorescence, overnight; inhibition, % at 12.6 µM; 350,000 tested, 0.086% active;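 active means mean inhibition across replicates of 30% or more, regardless of how many single replicates reach that level; inconclusive means mean under 30% yet at least half of replicates reach 30%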;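 further: positive control wells lacked labelled fibronectin entirely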
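test system = AH1F fibroblasts assembling fluorescent fibronectin matrix | quantity = 10000 AH1F cells per well | buffer or medium = DMEM plus 2% serum, read in PBS | doses = single dose, pinned | incubation = 1 h cell attachment, overnight exposure to compound and label | detection = fluorescence at 485 nm excitation, 525 nm emission | read-out basis = inhibition from reduced deposited-fibronectin fluorescence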
LGR2 inh: inhibitors of bursicon-induced Drosophila LGR2 receptor cAMP signaling. 380,000 tested, 0.35% active. HEK293 LGR2, CRE-luciferase, bursicon-stimulated, 4 h. inhibition, % at 9.99 µM;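 active means drop in luminescence signal, shown as inhibition above about 50% in the replicate tests, limit read from the data, passing the limit was not always enough; inconclusive means probably only some replicates passing the limit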;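 further: agonist challenge used bursicon conditioned medium at about half maximal strength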
PAX8 reporter: lowers PAX8-driven luciferase in RMG-I cells. RMG-I TPO-luciferase reporter, SteadyGlo, 24 h. inhibition, % at 12.6 µM. 360,000 tested, 1.2% active;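 active means mean replicate inhibition at least 60% with every replicate also reaching 60%; inconclusive means only one of the two criteria is met; inactive means mean below 60% and not all replicates reaching 60%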;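 further: luciferase light reporting Pax8 driven TPO promoter activity; plate controls were median of neutral control wells for no effect and mitoxantrone controls for full effect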
ERAP1 HTS inh: blocks human ERAP1 aminopeptidase activity | recombinant ERAP1, Leu-AMC fluorescence, 60 min | inhibition, % at 10.7 µM | 340,000 tested, 0.15% active;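 active means mean replicate inhibition of at least 30%, or all replicates individually reaching that 30% level; inactive means mean below 30% and not every replicate reaching it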;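 further: 0% = neutral control wells and 100% = L-leucinethiol positive control wells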
Target sequence (Q9NZ08 whole entry, looked up): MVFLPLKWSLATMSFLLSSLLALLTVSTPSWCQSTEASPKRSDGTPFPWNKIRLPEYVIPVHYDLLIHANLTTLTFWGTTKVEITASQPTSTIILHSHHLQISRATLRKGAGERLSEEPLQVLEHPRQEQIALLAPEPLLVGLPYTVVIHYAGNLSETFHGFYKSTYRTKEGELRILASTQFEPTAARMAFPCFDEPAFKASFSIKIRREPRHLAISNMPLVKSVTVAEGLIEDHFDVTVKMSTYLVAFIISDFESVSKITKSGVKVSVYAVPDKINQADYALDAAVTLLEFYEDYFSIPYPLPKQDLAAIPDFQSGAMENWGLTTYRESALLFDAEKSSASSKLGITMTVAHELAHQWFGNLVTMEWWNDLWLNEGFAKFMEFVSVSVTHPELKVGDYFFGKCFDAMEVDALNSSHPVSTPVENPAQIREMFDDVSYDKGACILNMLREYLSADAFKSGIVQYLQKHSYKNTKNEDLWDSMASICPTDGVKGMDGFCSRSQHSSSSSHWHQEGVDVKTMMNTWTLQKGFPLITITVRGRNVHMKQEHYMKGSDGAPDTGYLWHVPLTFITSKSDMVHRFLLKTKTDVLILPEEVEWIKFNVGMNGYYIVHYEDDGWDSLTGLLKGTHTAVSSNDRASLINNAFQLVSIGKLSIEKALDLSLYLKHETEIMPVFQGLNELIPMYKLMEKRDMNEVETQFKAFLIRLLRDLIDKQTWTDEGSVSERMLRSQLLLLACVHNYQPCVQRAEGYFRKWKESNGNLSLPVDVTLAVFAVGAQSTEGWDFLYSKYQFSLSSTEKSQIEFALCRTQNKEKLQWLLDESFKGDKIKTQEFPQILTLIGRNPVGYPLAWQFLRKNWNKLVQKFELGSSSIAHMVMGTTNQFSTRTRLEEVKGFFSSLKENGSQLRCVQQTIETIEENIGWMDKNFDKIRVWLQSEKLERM
S100A4 MyoIIA: S100A4-myosin IIA interaction inhibition; S100A4/TAMRA-MyoIIA peptide fluorescence polarization; inhibition, % at 10.7 µM; 360,000 tested, 0.14% active; AID 652163;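 active means mean inhibition of at least 70% across replicates, with every replicate also reaching that level; inconclusive means mean inhibition reaches 70% but some replicates fall short; inactive means mean inhibition below 70%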
Target sequence (P26447 whole entry, looked up): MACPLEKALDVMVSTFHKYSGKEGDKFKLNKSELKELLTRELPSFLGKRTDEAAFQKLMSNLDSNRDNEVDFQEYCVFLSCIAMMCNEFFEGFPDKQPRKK
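Test system: S100A4 monomer protein. Medium: HEPES buffer with Ca2+, pH 7.2. Reagent: fluorescent myosin IIA peptide, 5 nM. Compound dosing: single-point compound testing. Timing: 5 min between mix addition and reading. Benchmarks: DMSO neutral and TFP positive wells.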
PglD inh: PglD (C. jejuni) enzyme inhibition. purified PglD enzyme, DTNB colorimetric CoA detection. inhibition, % at 12.5 µM. 360,000 tested, 0.098% active. AID 602405; in the data active means inhibition above about 16%, passing the limit was not always enough; inconclusive means no clear call, values can overlap the other calls; further: strong numbers were not always called active
PGC1a acetyl inh: lowers PGC1a acetylation signal in U2OS cells; AlphaScreen anti-acetyl-lysine; with virally co-expressed GCN5 acetyltransferase; inhibition, % at 15.6 µM; 350,000 tested, 0.17% active; AID 651687;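 active means every replicate shows inhibition of at least 40%; inconclusive means mean inhibition at least 40% but some replicate below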;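 further: 0% = neutral control wells and 100% = positive control wells; some results beyond the cut were filed as inactive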
EWS-Fli block: inhibitors of EWS/Fli oncoprotein transcriptional activity; A673 NR0B1-luciferase reporter, viability-normalised; inhibition, % at 12.6 µM; 350,000 tested, 0.67% active; AID 651661;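 active means mean inhibition of at least 50% after viability correction, with every replicate also passing that limit; inconclusive means mean reaches 50% but only one of two replicates passes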;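 further: firefly luciferase signal divided by Alamar Blue viability fluorescence both relative to DMSO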
Starred values were filed as active, the others as inactive; u = inconclusive; x = no result given; & = joins results of further samples.

SMILES	FN deposition inh	LGR2 inh	PAX8 reporter	ERAP1 HTS inh	S100A4 MyoIIA	PglD inh	PGC1a acetyl inh	EWS-Fli block
C[C@@H]1CN([C@H](C)CO)C(=O)c2cccc(NC(=O)Nc3ccccc3)c2O[C@@H]1CN(C)Cc1ccc(C(F)(F)F)cc1	x	-14	14	1	0	-2	x	3
COc1ccc(COC(=O)c2nc3nc(C)cc(C)n3n2)cc1F	5	x	9	x	x	-7	6	x
COc1ccccc1NC(=O)N1CCCCN2[C@H](CO)[C@@H](c3ccc(-c4cccc(F)c4)cc3)[C@@H]2C1	x	-1	17	-1	-2	3	-11	-10
O=C(Cn1nc(Cc2ccncc2)c2ccccc2c1=O)Nc1cccnc1Cl	5	0	-7	x	-4	0	-1	-4
O=C(NC(=S)Nc1cccnc1)c1cccs1	x	-22	-26	1	-4	-1	x	2
CN1c2ccc(Br)cc2[C@@H]2[C@@H](CCN2C(=O)C2CCCC2)[C@@H]1CO	0	3	x	-2	-2	x	x	9
O=C1CCC(=O)N1c1ccc(S(=O)(=O)Nc2cccc(Br)c2)cc1	1	14	4	-6	2	5	x	6
CCC(=O)N1CCN=C1SCc1cccc(C(F)(F)F)c1	-4	11	10	0	-3	0	-5	-2
O=C1C(Cc2ccccc2)Nc2ncnc(N3CCOCC3)c2N1Cc1ccc(Br)cc1 (stereo not given)	6	6	14	-5	-1	-6&-5	2	6
O=C(CN1CCOCC1)Nc1ccccc1F	-6	4	-6	-2	3	1	-1	-2

Quoted from the listing.
For LGR2 inh, CN1c2ccc(Br)cc2[C@@H]2[C@@H](CCN2C(=O)C2CCCC2)[C@@H]1CO has the entry 3
For LGR2 inh, O=C(NC(=S)Nc1cccnc1)c1cccs1 has the entry -22

(more compounds)
SMILES	FN deposition inh	LGR2 inh	PAX8 reporter	ERAP1 HTS inh	S100A4 MyoIIA	PglD inh	PGC1a acetyl inh	EWS-Fli block
CCOC(=O)N1CCC(NC(=O)c2ccc3c(c2)N(CC)CCS3)CC1	8	-3	-16	4	5	1	-8	4
COc1ccc(OC)c(NC(=O)COC(=O)CN2C(=O)NC3(CCCC3)C2=O)c1	-1	5	1	-1	1	x	1	-4
COc1cc(NC(=O)CSc2nc(=O)n(CCN3CCOCC3)c3c2CCCC3)cc(OC)c1	-1	-2	13	1	-2	-4	-3	-5
Cc1cccc(N=C2N=C(N)c3ccccc32)c1	-13	x	-6	x	x	0	-2	x
C[C@H](CO)N1C[C@H](C)[C@@H](CN(C)C(=O)Nc2ccc(C(F)(F)F)cc2)Oc2ccc(NS(=O)(=O)c3ccc(Cl)cc3)cc2CC1=O	0	29	x	-1	-2	1	15	-2
COc1ccc(-c2c(NC(=O)C(C)C)n(C)c3ccccc3c2=O)cc1	x	6	x	-2	1	-1	-2	-1
COc1cccc(NC(=O)N2CC3(C2)[C@@H](c2ccccc2)[C@@H](CO)N3C(=O)C2CCC2)c1	-2	-4	6	-1	-4	x	9	-3
c1ccc(-c2ccc3[nH]ccc3c2)cc1	8	x	-206	0	-1	0	-7	-90
O=C(CCCC(=O)OCC(Cl)=C(Cl)Cl)Nc1ccc(F)cc1	9	-16	103*	-1	-3	-5	3	4
Nc1nc(Nc2ccc(Cl)cc2)nc(NCc2ccco2)c1[N+](=O)[O-]	-1	-90	-41	x	-6	-1	6	-27
CC(C)(C)S(=O)N1C[C@H]2CC(=O)C(CCO)=C2[C@@H]1CCO (stereo not given in full)	2	-8	4	-6	0	x	x	-2
COc1cc(NC(=O)CSCc2ccccc2)c(C(=O)O)cc1OC	4	0	33	2	-4	-6	23	19
CC(C)C(=O)Nc1ccc2c(c1)C(=O)N(C)[C@@H]1CC[C@@H](CC(=O)O)O[C@@H]1CO2	-3	18	-17	1	8	-1	2	-2
COc1cc(Cl)c(C)cc1NC(=O)COC(=O)C1=COCCO1	16	7	4	4	10	0	10	-1
CCCOc1ccc(-c2cc(C(F)(F)F)c(C#N)c(SCC(=O)O)n2)cc1	x	0	32	-11	-2	x	-1	7
N#C/C(=C\c1ccccc1)C(=O)NNS(=O)(=O)c1cccc([N+](=O)[O-])c1	7	-10	7	3	-3	2	9	-9
CC=Cc1ccc2n(c1=O)C[C@@H]1[C@@H](CO)[C@H](C(=O)NCC(F)(F)F)[C@H]2N1C(=O)C1CCC1 (mixture of isomers)	-9	-2	x	1	1	1	x	1
OCc1cccc(-c2cnc3c(Nc4cccc(OC(F)(F)C(F)F)c4)nccn23)c1	-15	66*	-52	2	3	0	-1	-41
CCOc1cccc(CN2CCC(N3CCC(C(=O)NCC4CCCO4)CC3)CC2)c1 (stereo not given)	-5	3	-2	-1	-4	10	0	x
COc1cccc(-c2ccc3c(c2)[C@H]2[C@H](CCN2C(=O)Nc2ccccc2OC)[C@H](CO)N3C)c1	-22	0	-25	1	5	-3	6	-5

Sorted by molecular weight (smallest number first): twelve of the compounds above.
SMILES	FN deposition inh	LGR2 inh	PAX8 reporter	ERAP1 HTS inh	S100A4 MyoIIA	PglD inh	PGC1a acetyl inh	EWS-Fli block
O=C(CN1CCOCC1)Nc1ccccc1F	-6	4	-6	-2	3	1	-1	-2
COc1ccc(COC(=O)c2nc3nc(C)cc(C)n3n2)cc1F	5	x	9	x	x	-7	6	x
COc1cc(Cl)c(C)cc1NC(=O)COC(=O)C1=COCCO1	16	7	4	4	10	0	10	-1
COc1cc(NC(=O)CSCc2ccccc2)c(C(=O)O)cc1OC	4	0	33	2	-4	-6	23	19
CCOC(=O)N1CCC(NC(=O)c2ccc3c(c2)N(CC)CCS3)CC1	8	-3	-16	4	5	1	-8	4
O=C1CCC(=O)N1c1ccc(S(=O)(=O)Nc2cccc(Br)c2)cc1	1	14	4	-6	2	5	x	6
OCc1cccc(-c2cnc3c(Nc4cccc(OC(F)(F)C(F)F)c4)nccn23)c1	-15	66*	-52	2	3	0	-1	-41
COc1cccc(NC(=O)N2CC3(C2)[C@@H](c2ccccc2)[C@@H](CO)N3C(=O)C2CCC2)c1	-2	-4	6	-1	-4	x	9	-3
CC=Cc1ccc2n(c1=O)C[C@@H]1[C@@H](CO)[C@H](C(=O)NCC(F)(F)F)[C@H]2N1C(=O)C1CCC1 (mixture of isomers)	-9	-2	x	1	1	1	x	1
COc1ccccc1NC(=O)N1CCCCN2[C@H](CO)[C@@H](c3ccc(-c4cccc(F)c4)cc3)[C@@H]2C1	x	-1	17	-1	-2	3	-11	-10
O=C1C(Cc2ccccc2)Nc2ncnc(N3CCOCC3)c2N1Cc1ccc(Br)cc1 (stereo not given)	6	6	14	-5	-1	-6&-5	2	6
C[C@@H]1CN([C@H](C)CO)C(=O)c2cccc(NC(=O)Nc3ccccc3)c2O[C@@H]1CN(C)Cc1ccc(C(F)(F)F)cc1	x	-14	14	1	0	-2	x	3

Later entries
SMILES	FN deposition inh	LGR2 inh	PAX8 reporter	ERAP1 HTS inh	S100A4 MyoIIA	PglD inh	PGC1a acetyl inh	EWS-Fli block
CCCN1C[C@H](C)[C@H](OC)CN(C)C(=O)c2cc(NC(=O)c3ccccc3F)ccc2OC[C@H]1C	-9	-7	-2	0	-6	-1	-6	-4
C[C@@H]1CCCCO[C@@H](CN(C)C)[C@H](C)CN([C@@H](C)CO)C(=O)c2cc(NC(=O)CCC(F)(F)F)ccc2O1	x	-10	-6	2	-5	-1	4	-6
CCCNC(=O)C1(C)CCN1C(=O)Cc1ccc(-c2ccccc2)cc1 (stereo not given)	12	-6	2	-4	1	8	x	1
CC(C)OCCCNC(=O)Cc1ccc(F)cc1	2	18	-6	5	0	0	x	-5
C[C@@H]1CCCCO[C@H](CN(C)Cc2ccccc2)[C@H](C)CN([C@H](C)CO)C(=O)c2cc(NC(=O)c3ccccc3)ccc2O1	6	19	-8	x	x	-2	3	5
CC(C)c1ccc(S(=O)(=O)N2CCN(C(=O)c3cccc(S(=O)(=O)N4CCOCC4)c3)CC2)cc1	6	-5	8	5	-2	-4	-19	12
C[C@H](CO)N1C[C@H](C)[C@@H](CN(C)S(=O)(=O)c2ccccc2)Oc2ccc(NC(=O)CCC(F)(F)F)cc2CC1=O	x	14	-2	0	-4	0	-4	8
O=C(C1CCC1)N1CC2(C1)[C@@H](c1ccccc1)[C@@H](CO)N2C(=O)CC1CC1	x	-10	x	-1	-2	x	-3	18
C/C(=N\Nc1ccc(S(N)(=O)=O)cc1[N+](=O)[O-])c1ccco1	6	-15	-5	-5	1	1	-14	-42
CCN1CCN(CCC(=O)Nc2cccc(C)c2)CC1	0	-5	27	-2	1	-7	-4	12
CC(C)C[C@@H]1COc2cccc(NCCO)c2S(=O)(=O)N1	-4	43	-5	0	4	x	x	-2
Nc1nc(SCC(=O)NC2CCCC2)[nH]c(=O)c1NC(=O)c1cccs1	4	7	8	-4	4	0	2	5
COc1cc(C(C)=O)ccc1OCC(O)CN1CCN(c2ccc(C)c(C)c2)CC1 (stereo not given)	5	17	0	-1	4	-7	u	-3
CCOc1c(OC(C)=O)ccc(/C=C/c2ccc3cccc(OC)c3n2)c1[N+](=O)[O-]	8	-8	-83	-1	7	-3	x	-64
COCC(=O)N(C)C[C@H]1Oc2cc(-c3ccc(F)cc3)ccc2S(=O)(=O)N([C@@H](C)CO)C[C@@H]1C	-9	8	x	0	21	14	7	-7
Cc1ccc(NS(=O)(=O)c2ccc(-c3ccc(=O)[nH]n3)o2)cc1N(C)C	2	8	-41	-1	1	-6	4	-11
Cc1ccc(-n2nnnc2SCC(=O)NCC2(N3CCOCC3)CCCCC2)cc1	-4	6	-110	-1	-1	x	x	5
C#CCOCCOCCOCCNc1nc(N2CCN(C(=O)CCCCCCCCCCNC(=O)Cn3cc(C[C@@H](C)O)nn3)CC2)nc(N2CCN(C(=O)CCCCCCCCCCNC(=O)[C@@H](CCC(=O)O)n3cc(CCCCCN)nn3)CC2)n1	-1	x	-4	-5	-7	1	-3	6
Cc1cccc(C)c1NC(=S)Nc1ccccc1C(=O)NCc1ccco1	0	7	6	x	x	-4	-9	x
COCCNC(=O)C[C@@H]1CC[C@H]2[C@@H](COC[C@H](O)CN2Cc2cccc(-c3ccncc3)c2)O1	3	2	-4	-4	90*	4	-1	4
CCCNC(=O)Nc1ccc2c(c1)OC[C@@H](C)N(Cc1ccccn1)C[C@@H](C)[C@H](OC)CN(C)C2=O	6	7	11	2	2	1	-8	-5
COc1ccc(NC(=O)c2cc(N3C(=O)C4C5CCC(C5)C4C3=O)ccc2Cl)c(OC)c1 (stereo not given)	-3	6	4	-1	-4	-1	-13	1
Cc1ccc(C(=O)N2NC(c3ccc(F)cc3)C3C(=O)N(c4ccc(C)c(C)c4)C(=O)C32)cc1 (stereo not given)	19	-13	6	-2	5	1	23	1
CCOC(=O)CN(C)C(=O)C1CCCN1C(=O)OC(C)(C)C (stereo not given)	8	3	-6	-2	-11	0	x	3
CCCCNC(=O)CCn1c(=O)c2ccccc2n(Cc2ccc(Cl)cc2)c1=O	4	x	59	4	-3	x	x	-7
Cc1cc(C(=O)OCC(=O)NC2CCCC(C)C2C)c(C)o1 (stereo not given)	-10	-20	-3	-1	0	-3	0	8
O=C(Nc1ccc(Cl)cn1)c1ccccc1[N+](=O)[O-]	12	-12	-6	-5	-2	-4	-6	-1
C/C=C/c1cnc2c(c1)C(=O)N([C@@H](C)CO)C[C@@H](C)[C@H](CN(C)C(=O)Nc1ccc(F)cc1)O2	13	-4	-17	-2	-1	7	-2	3
